Rhodamine autofl: compound autofluorescence in rhodamine spectral region | Rhodamine-region fluorescence, 547/598 nm, Tris buffer; active compounds read high | max dye-equivalent concentration, M | 59,000 tested, 0.05% active | AID 594; in the data active means max dye-equivalent concentration above about 11 nM; inconclusive means between about 1.1 nM and that limit
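Compound fluorescence in 100 mM Tris, pH 8.0, read after 15 min at room temperature with 547 nm excitation and 598 nm emission. Output is dye-equivalent concentration from an on-plate rhodamine standard series.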
Caspase-1 inhib: allosteric or competitive inhibitors of human caspase-1; P29466; Caspase-1 enzyme, Ac-WEHD-AFC fluorogenic rate; Potency, µM (series often up to 57.5 µM), inactives show at the top dose activity change, negative = inhibition, hits mostly inhibitors; 75,000 tested, 0.03% active;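 further: potency means the concentration at half of the fitted maximal effect; plate controls were vehicle for no effect and no substrate for full effect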
ERK AVP inh: inhibitors of vasopressin-stimulated ERK signaling pathway; HEK293-V1b, vasopressin-stimulated pERK AlphaScreen; Potency, µM (top dose mostly 57.5 µM), without a hit: top-dose activity, negative = inhibition, actives largely listed as inhibitors; 72,000 tested, 0.99% active; further: potency means the concentration at half of the fitted maximal effect; on the % scale 0 is the no-effect control and ±100 the full control effect; nearly all actives have a fitted effect of over 55% in size
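Phosphorylated ERK1/2 detected via AlphaScreen bead proximity in lysates of V1b-expressing HEK293 cells given 25 nM vasopressin for 5 min after 30 min compound exposure (37 °C). AC50 from Hill equation; basal DMSO 0%, vasopressin 100%.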
Tau filament bind: binders of human tau filaments | 71,000 tested, 2% active | Potency, µM (top dose mostly 57.1 µM), for the others: top-dose activity change, negative = inhibition | recombinant tau filaments, thioflavin S fluorescence, 15 h; filaments grown with octadecylsulfate alongside compound;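 further: potency means the concentration at half of the fitted maximal effect; on the % scale 0 is the no-effect control and ±100 the full control effect; actives lower thioflavin S fluorescence by blocking filaments or displacing dye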
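Tau 2 uM in ThS buffer dispensed; compound added; 60 uM ODS added (finals 1 uM tau, 30 uM ODS); 15 h 37 C; fluor ex450/em510.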
Luciferase inh: inhibitors of firefly luciferase | 72,000 tested, 2.2% active | AID 411 | Potency, µM (titrated, usually from 57.1 µM), for the others: at the highest dose activity change, negative = inhibition, most hits filed as inhibitors | purified firefly luciferase, luminescence, 8 min; further: potency means the concentration at half of the fitted maximal effect; on the % scale 0 is the no-effect control and ±100 the full control effect; nearly all actives have a fitted effect of over 40% in size
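Firefly luciferase (PKLight detection mix) with 10 uM ATP in pH 7.2 imidazole buffer (KCl, MgCl2, Tween 20, BSA). Compounds tested across a concentration series (qHTS). Luminescence read after 8 min at ambient temperature.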
Texas Red fluor: compounds fluorescent in Texas Red spectral region. Compound fluorescence, Texas Red channel, 547/618 nm; active compounds read high. max dye-equivalent concentration, M. 59,000 tested, 0.06% active. AID 587; in the data active means max dye-equivalent concentration above about 10 nM; inconclusive means between about 1.1 nM and that limit
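qHTS profiling of intrinsic compound fluorescence; 100 mM Tris pH 8.0; 15 min RT; ex 547 / em 618 nm; response expressed as Texas Red dye-equivalent concentration from six-point plate standard.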
HEK293 cAMP ctrl: parental HEK293 cAMP activation (counter-screen); Potency, µM (series often up to 57.1 µM), for inactives: top-dose activation, most hits filed as activators; parental HEK293 CNG cAMP sensor, membrane potential fluorescence; 73,000 tested, 2.5% active; further: potency means the concentration at half of the fitted maximal effect; % of control where 0% means no effect; nearly all actives have a fitted effect of over 55% in size
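Parental HEK 293 cells stably expressing a cAMP-gated CNG channel were loaded with membrane potential dye containing 100 uM RO 20-1724 for 60 min. Compound added for 30 min; depolarization read as fluorescence intensity at 590 nm.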
A350 autofl: compounds fluorescent in Alexa 350 spectral region; max dye-equivalent concentration, M; Compound autofluorescence, 340/450 nm, Alexa 350 dye-equivalents; active compounds read high; 59,000 tested, 11% active; in the data active means max dye-equivalent concentration above about 10 nM; inconclusive means mostly about 1.1 nM to 9.6 nM
Caspase-7 inhib: blocks human caspase-7 allosterically or competitively; P55210; recombinant caspase-7, Ac-DEVD-AFC fluorescence rate; Potency, µM (highest dose often 57.5 µM), for inactives: at the top dose activity change, negative = inhibition, hits mostly inhibitors; 75,000 tested, 0.02% active; AID 889; active means well fitted inhibition curve with a large enough effect in the main read-out, with a control signal flat, not every such curve was filed as active; inconclusive means small, poorly fitted or top-dose-only effect, or a change in a side signal; further: potency means the concentration at half of the fitted maximal effect; % of control where 0% means no effect
4-MU autofl: 4-MU region autofluorescence. 59,000 tested, 11% active. compound autofluorescence, 340/450 nm, 4-MU equivalents; active compounds read high. AID 589. max dye-equivalent concentration, M; in the data active means max dye-equivalent concentration above about 10 nM; inconclusive means mostly about 1.1 nM to 9.6 nM
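Compounds in 100 mM Tris, pH 8.0, incubated 15 min at room temperature, then fluorescence read at 340 nm excitation/450 nm emission. Signal converted to 4-MU dye-equivalent concentration using an on-plate six-point 4-MU standard curve.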
Fluorescein autfl: fluorescein region autofluorescence. Compound autofluorescence, 480/540 nm, fluorescein-equivalent; active compounds read high. max fluorescein-equivalent concentration, M. 59,000 tested, 0.91% active. AID 593; in the data active means max fluorescein-equivalent concentration above about 10 nM; inconclusive means between about 1.1 nM and that limit
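Normalized response (dye-equivalent concentration) derives from comparing each well's 540 nm emission, under 480 nm excitation, with plate-resident fluorescein standards. Compounds were held in 100 mM Tris, pH 8.0, for 15 min at room temperature.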
An asterisk follows results filed as active; i = inactive; ? = inconclusive; . = not tested or not shown; [ ] = another dose, or the depositor's remark. Unless noted, the call rests on the fitted dose curve; in most records, active means well fitted curve in the direction sought with a large enough effect; inconclusive means small, poorly fitted or top-dose-only effect, or another doubt; inactive means no such curve, though single readings can be large; an effect the other way counts as inactive or inconclusive. The list is partial; rates above refer to the full screens.

smiles,Rhodamine autofl,Caspase-1 inhib,ERK AVP inh,Tau filament bind,Luciferase inh,Texas Red fluor,HEK293 cAMP ctrl,A350 autofl,Caspase-7 inhib,4-MU autofl,Fluorescein autfl
CCOC(=O)c1ccc(-c2c(C(=O)OCC)oc3cc(O)c(CC)cc3c2=O)o1,i,-0.5%,?,-17.1%,0.0%,i,-10.4%,1.16e-08M*,-2.4%,1.01e-08M*,i
Cc1cccc(C(=O)Nc2cc(=O)n(C)c(=O)n2C)c1,.,-5.8%,.,-3.5%,2.9%,.,2.4%,.,-1.4%,.,.
COc1cc2ccccc2cc1-c1nnc(COc2ccccc2)o1,.,-1.6%,-2.5%,152.6%,0.6%,.,8.3%,.,-3.1%,.,.
COc1ccccc1Nc1nc(N)nc(CSc2nnc(C)s2)n1,i,0.8%,-10.9%,2.9%,1.4%,i,8.8%,i,-1.1%,i,i
COc1cccc(CN(CC(=O)NCC2CCCO2)C(=O)CCC(=O)Nc2cc(C)on2)c1 (stereo not given),i,-1.2%,-28.0%,1.1%,3.1%,i,3.4%,i,-4.6%,i,i
CCOc1ccc(C(=O)CSc2nnc(N)s2)cc1,i,2.1%,-26.1%,-0.9%,-23.2%,i,-11.2%,i,-1.7%,i,?
Cc1oc(C(C)(C)C)cc1C(=O)Nc1ccc2c(c1)OCCO2,i,0.0%,17.6%,-6.5%,-11.2%,?,21.1%,i,-0.4%,i,?
CSc1nc2sc3c(c2c(=O)n1C1CCCCC1)CCN(C)C3,i,.,.,.,0.7%[25.5 µM],i,.,?,.,?,?
Cc1ccc(S(=O)(=O)C2(C(=O)O)CCCC2)cc1C,i,0.5%,4.7%,-5.1%,2.5%,i,-0.7%,i,-0.7%,i,?
COc1ccc(Cc2nnc(SCc3c(C)noc3C)n2C2CCCCC2)cc1OC,i,3.8%,-20.9%,5.7%,2.9%,i,?,i,-0.2%,i,i
CCn1cc(C(=O)NCC2COc3ccccc3O2)c2cc(OC)c(OC)cc2c1=O (stereo not given),i,-1.8%,?,10.7%,0.0%,i,6.3%,i,-0.8%,i,?
O=c1cnc2cnc(Oc3cccc(Cl)c3)nc2n1C[C@H]1CCCO1,i,0.8%,2.2%,-3.2%,-0.8%[11.4 µM],i,25.0%,i,-4.0%,i,i
CCOC(=O)CNC(=O)CSc1nc2sc(C)c(C)c2c(=O)n1C,i,-1.0%,10.7%,2.7%,6.0%,i,-7.7%,i,-1.2%,i,i
CCCc1cc(C(=O)Nc2ccc(C)cc2)no1,.,-3.2%,20.6%,12.8%,?,.,15.3%,.,0.8%,.,.
O=C(Nc1ccc(OC(=O)c2cccnc2)cc1)c1cccnc1,i,-1.2%,34.1%,-10.0%,-0.4%,i,-0.3%,i,2.0%,i,i
COc1ccc(CCN(C)C(=O)N2CCOCC2)cc1OC,i,0.8%,-3.8%,-5.3%,0.4%,i,2.1%,?,-0.8%,i,?
COc1ccc(CNc2ccnc(-c3ccccc3C(F)(F)F)n2)c(OC)c1,i,-0.4%,-9.4%,-1.0%,0.5%[2.29 µM],i,7.94µM*,i,-0.4%,i,?
CCn1nnc(-c2ccccc2NC(=O)C(F)(F)F)n1,i,-1.2%,-1.4%,1.5%,-0.5%,i,13.6%,i,1.1%,i,i
COc1ccc(C(C)=O)cc1COC(=O)c1ccc(S(=O)(=O)N2CCOCC2)cc1,i,-1.3%,5.8%,-2.1%,-1.6%,i,24.4%,i,2.0%,i,i
Clc1ccccc1-c1nc(N2CCNCC2)c2ccccc2n1,i,1.3%,-3.1%,-4.9%,0.3%[2.29 µM],i,5.4%,i,-0.1%,i,i

(next part)
smiles,Rhodamine autofl,Caspase-1 inhib,ERK AVP inh,Tau filament bind,Luciferase inh,Texas Red fluor,HEK293 cAMP ctrl,A350 autofl,Caspase-7 inhib,4-MU autofl,Fluorescein autfl
O=C(CCNS(=O)(=O)c1cccc2nsnc12)NC1CCN(Cc2ccccc2)CC1,i,-0.1%,22.1%,-22.6%,3.3%,i,4.3%,i,-2.1%,i,i
O=C(NC1CCCCCC1)c1cc(S(=O)(=O)N2CCC3(CC2)OCCO3)ccc1F,i,-1.3%,-13.4%,-0.4%,-0.8%,i,?,i,-1.9%,i,i
Cc1cc(C)c2c(CN3CCN(C)CC3)cc(=O)oc2c1,i,4.3%,53.1%,8.6%,2.6%,i,20.0%,i,-0.2%,i,i
O=c1cc(-c2ccccc2)nc2n1Cc1ccccc1-2,i,-0.3%,-21.4%,29.7%,-6.6%,?,9.9%,i,1.1%,i,i
CCOC(=O)C1CCN(C(=O)Cc2c(C(=O)O)[nH]c3ccccc23)CC1,i,1.7%,4.2%,8.5%,-2.3%,i,-2.3%,i,0.5%,i,i
CCOCCCNC(=O)C1CCN(C(=O)Nc2ccc(Cl)cc2)CC1,i,1.5%,-25.4%,5.6%,2.6%,?,-4.1%,i,0.1%,i,i
O=C(NCCN1CCc2ccccc2C1)C1CCN(S(=O)(=O)N2CCCCC2)CC1,i,0.0%,-6.8%,-26.3%,2.1%,?,-44.6%[inhibitor],i,-2.4%,i,i
O=C(CCc1nc(-c2ccccc2)no1)NCc1ccco1,i,-2.5%,-4.4%,-27.6%,1.3%,i,8.4%,i,-3.7%,i,i
CCOC(=O)N1CCC(NC(=O)CSCc2nc(-c3cccc(OC)c3)oc2C)CC1,i,1.0%,0.0%,9.0%,5.6%,i,?,i,1.0%,i,i
COc1ccc2[nH]cc(CCNc3ncncc3-c3cccc(C#N)c3)c2c1,i,0.2%,?,4.9%,0.8%[2.29 µM],i,-2.9%,i,-2.6%,i,i
COc1cc(OC)cc(-c2cc3nc(C)c(CCC(=O)NC(C)CCc4ccco4)c(C)n3n2)c1 (stereo not given),i,-3.3%,?,36.1%,-0.1%,i,4.6%,?,-2.1%,?,?
Cc1ccc2[nH]c(=O)c(CN(Cc3cccs3)Cc3nnnn3Cc3ccccc3)cc2c1,i,-2.9%,-2.4%,181.8%,-1.6%,i,?,1.23e-08M*,-8.7%,1.11e-08M*,?
c1ccc(-c2cccc(N3CCCC4(CCNCC4)C3)c2)cc1,i,-1.4%,9.8%,?,?,i,7.9%,i,0.7%,i,i
Nc1c(-c2ccc(Cl)cc2)nnn1-c1ccccc1,i,-0.6%,8.2%,-2.8%,10µM*,i,-0.6%,i,1.3%,i,i
Cc1ccc(C(=O)CSc2ccccn2)cc1,i,-4.6%,17.0%,-0.3%,-20.5%,i,24.1%,i,0.8%,i,i
O=C(Cc1ccc(Cl)cc1)Nc1ccc(N2CCN(C(=O)c3ccco3)CC2)cc1,i,-1.6%,?,?,-1.2%,i,-6.1%,i,-1.3%,i,i
Cc1nnc(SCCCn2c(N3CCN(c4ccccc4)CC3)nc3c2c(=O)[nH]c(=O)n3C)s1,i,-2.9%,?,9.2%,-0.8%,i,-0.5%,i,-1.0%,i,?
O=C(CSc1nc(-c2ccccc2)cc(=O)[nH]1)N1CCc2ccccc21,i,-4.0%,-25.4%,8.0%,0.6%,i,24.3%,i,-2.1%,i,?
O=S(=O)(c1ccc2c(c1)OCCO2)N1CCC(O)(c2ccc(Cl)cc2)CC1,i,-0.2%,9.1%,-9.6%,1.1%,i,7.2%,i,0.6%,i,i
CCC(c1nnc(SCCNCCO)n1CCN1CCOCC1)N(C)C (stereo not given),i,-0.5%,12.8%,-9.1%,0.7%,i,7.2%,?,-1.4%,?,?

3 structures already listed, arranged by count of non-hydrogen atoms, lowest first:
smiles,Rhodamine autofl,Caspase-1 inhib,ERK AVP inh,Tau filament bind,Luciferase inh,Texas Red fluor,HEK293 cAMP ctrl,A350 autofl,Caspase-7 inhib,4-MU autofl,Fluorescein autfl
O=c1cc(-c2ccccc2)nc2n1Cc1ccccc1-2,i,-0.3%,-21.4%,29.7%,-6.6%,?,9.9%,i,1.1%,i,i
O=C(CSc1nc(-c2ccccc2)cc(=O)[nH]1)N1CCc2ccccc21,i,-4.0%,-25.4%,8.0%,0.6%,i,24.3%,i,-2.1%,i,?
O=C(Cc1ccc(Cl)cc1)Nc1ccc(N2CCN(C(=O)c3ccco3)CC2)cc1,i,-1.6%,?,?,-1.2%,i,-6.1%,i,-1.3%,i,i

Carrying on:
smiles,Rhodamine autofl,Caspase-1 inhib,ERK AVP inh,Tau filament bind,Luciferase inh,Texas Red fluor,HEK293 cAMP ctrl,A350 autofl,Caspase-7 inhib,4-MU autofl,Fluorescein autfl
CC(OC(=O)c1nsc(Cl)c1Cl)C(=O)NCc1ccco1 (stereo not given),i,-2.6%,-15.5%,0.4%,1.1%,i,2.3%,i,-0.9%,i,?
O=C(CCc1ccccc1)N1CCN(CCO)CC1,.,2.1%,10.0%,3.7%,2.2%,.,?,.,0.6%,.,.
Cc1cccc(NC(=O)CN2CCN(CC(=O)Nc3cccc(C)c3)CC2)c1,.,0.8%,3.7%,200.3%,-0.3%,.,10.8%,.,-1.0%,.,.
Cn1nc(-c2ccc(C(=O)NCC3CCCO3)cc2)c2ccccc2c1=O (stereo not given),i,1.4%,-29.3%,0.4%,-0.7%,?,-5.3%,i,0.3%,i,i
O=c1n(CC2CO2)c(=O)n(CC2CO2)c(=O)n1CC1CO1 (stereo not given),.,0.7%,0.3%,4.4%,.,.,23.1%,.,-1.2%,.,.
CC(C)(C)Cc1nnc(NS(=O)(=O)c2ccc(F)cc2)s1,i,-3.2%,-21.5%,-0.4%,-0.2%,i,7.5%,i,1.1%,i,i
